Screening results (PubChem BioAssay)
LDHA block: inhibitors of human lactate dehydrogenase A; actives 0.15% (n = 480,000); purified LDHA, NADH/diaphorase-resazurin fluorescence; stronger effect = lower value; activity change, % (values are at about 110 or 230 µM); AID 1347041; in the data active = activity change below about -30%; inconclusive = mostly about -25% to -30%;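 note: plate controls were DMSO wells for no effect and wells without enzyme for full effect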
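Human LDH5 at 2 nM final in Tris HCl pH 7.4 with 0.06 mM NADH and 0.2 mM pyruvate, reacted 5 minutes at room temperature. Remaining NADH coupled via diaphorase/resazurin; resorufin fluorescence read at 0 and 20 minutes, normalized to enzyme-free and DMSO wells.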
* marks the source's active call; other numbers are inactive results; ? = inconclusive. Not all compounds are listed, so the mix of outcomes need not match the whole.

A first look:
SMILES	LDHA block
CCN1C(=O)C(Cc2cc(OC)ccc2OC)c2ccccc21 (centres undefined)	7.9
COc1ccc(NC(=O)c2cc(-c3cccnc3)nc3ccccc23)cc1	-6.5
CN(Cc1nnc2n1CCCCC2)C(=O)c1n[nH]c(=O)c2ccccc12	1.5
Cc1cc(NC(=O)C(C)Sc2nccn2-c2ccc(Cl)cc2)no1 (centres undefined)	7.4
Cc1nc2ccc(Nc3nc(Nc4c(C)cc(C=CC#N)cc4C)nc4nc[nH]c34)cc2s1	0.1
CCCS(=O)(=O)N1CCN(c2ccc(N3CCOCC3)nn2)CC1	0.6
Cc1oc(-c2nc(C#N)c(NCc3ccc(F)cc3)o2)cc1S(=O)(=O)N1CCCC1	-5.9

This part in full, previewed entries included:
SMILES	LDHA block
CCN1C(=O)C(Cc2cc(OC)ccc2OC)c2ccccc21 (centres undefined)	7.9
COc1ccc(NC(=O)c2cc(-c3cccnc3)nc3ccccc23)cc1	-6.5
CN(Cc1nnc2n1CCCCC2)C(=O)c1n[nH]c(=O)c2ccccc12	1.5
Cc1cc(NC(=O)C(C)Sc2nccn2-c2ccc(Cl)cc2)no1 (centres undefined)	7.4
Cc1nc2ccc(Nc3nc(Nc4c(C)cc(C=CC#N)cc4C)nc4nc[nH]c34)cc2s1	0.1
CCCS(=O)(=O)N1CCN(c2ccc(N3CCOCC3)nn2)CC1	0.6
Cc1oc(-c2nc(C#N)c(NCc3ccc(F)cc3)o2)cc1S(=O)(=O)N1CCCC1	-5.9
CN(C)C(CNS(=O)(=O)c1ccccc1)c1ccsc1 (centres undefined)	-2.2
N#Cc1cccnc1N1CCN(C(C(=O)O)c2c[nH]c3ccc(Cl)cc23)CC1 (centres undefined)	-2.7
O=C(Nc1c(-c2ccccc2)[nH][nH]c1=O)c1ccc2c(c1)OCO2	7.2
COc1ccc(-c2c(C)nn3c2NC(=O)CCC3=O)cc1S(=O)(=O)Nc1ccc(C(C)C)cc1	2.5
Cc1ccc2nc(-c3cccnc3)cc(C(=O)NCc3ccco3)c2c1	3.0
Cc1[nH]c2ccccc2c1C(=O)c1cc2ccccc2o1	8.6
O=C(OCc1nc2ccccc2o1)c1c(F)cccc1F	5.1
O=C(NCc1ccccc1F)C(=O)Nc1cccc(O)c1	18.4
CCCC(C(=O)NCc1ccc(OC)c(OC)c1)c1ccccc1 (centres undefined)	-17.5
CCOC(=O)COc1ccc(F)cc1C(=O)c1ccn2nc(-c3ccc(OC)cc3)cc2n1	-1.5
Cc1cccc(NC(=O)C(C#N)C(=O)CC(C)(C)C)c1 (centres undefined)	3.4
O=C(NCCc1ccc(F)cc1)c1ccc(=O)[nH]c1	-1.0
CCc1ccc(-c2noc(CSc3nc4ccccc4c(=O)n3CCCO)n2)cc1	-5.2
O=C(c1cccc(OC(F)F)c1)N1CCC(NS(=O)(=O)c2cccs2)CC1	2.0
CCN(CC)S(=O)(=O)c1ccc2[nH]c(=O)cc(C(=O)NCc3ccc(CN(C)C)cc3)c2c1	-13.5
O=C1CSc2ccc(S(=O)(=O)Nc3ccccc3Cl)cc2N1	1.0
CCN(CC)S(=O)(=O)c1cccc(NS(=O)(=O)c2ccc3ccccc3c2)c1	?
Cc1cc(-n2cccc2C=O)ccc1Br	-1.6
O=C(NCc1ccc(CN2CCCC2)cc1)C1CCCCC1	-0.7
COc1ccc(CN(C)S(=O)(=O)c2ccc3c(c2)OCCCO3)cc1	2.5
CC(C)c1ncncc1C(=O)NCCNc1cnccn1	8.1
O=C(NCc1ccccc1)C(CCc1ccccc1)n1c(=O)c(-c2ccccc2)nc2ccccc21 (centres undefined)	6.4
CC(C)C(=O)/C(C#N)=C\c1cc2ccccc2nc1N1CCOCC1	2.8
CC(NS(=O)(=O)c1cccs1)c1cccnc1 (centres undefined)	7.6
CCc1ccc(C(=O)N2CCN(C(=O)C3(C)CC3(Cl)Cl)CC2)cc1 (centres undefined)	-1.2
Cc1ccoc1C(=O)NCc1ccc(COCC(F)(F)F)cc1	-1.1
COc1cccc(C2CCCN2C(=O)NCCn2ccnc2)c1 (centres undefined)	3.9
CCCNC(C(=O)O)C(C)C (centres undefined)	-4.7
CC1CCN(S(=O)(=O)c2ccc3c(ccc(=O)n3CC(=O)N3CCC4(CC3)OCCO4)c2)CC1	-2.0
CC(NC(=S)Nc1ccc(SC(F)F)cc1)c1ccncc1 (centres undefined)	1.7
COc1ccc(N2CCCCS2(=O)=O)cc1S(=O)(=O)NCCc1ccccc1	-1.5
CNC(=O)/C=C/c1ccc([N+](=O)[O-])cc1	-12.8
CCCCOC(=O)COc1ccc2c(=O)c(-c3ccccc3OC)coc2c1	-22.8
Cc1cc(C)n(C(=O)c2ccc(C)c(S(=O)(=O)N3CCCCCC3)c2)n1	-4.6
O=C(O)C1CCCCC1C(=O)NC1CCCCCCC1 (centres undefined)	3.0
COc1ccccc1Cc1c(C(C)(C)C)nc2cc(C)c(Br)c(C)n12	5.6
O=S(=O)(Nc1nc2ccccc2nc1N1CCCCCC1)c1ccc2c(c1)OCCO2	10.3
Cc1ccc(C)c(-n2nc(C)cc2NC(=O)CN(C)Cc2ccccc2)c1	2.4
Nn1c(SCC(=O)NCCc2ccccc2)nnc1-c1ccco1	11.0
CCOC(=O)c1[nH]c(C=O)c(C(C)=O)c1C	7.5
CCN(CC)S(=O)(=O)c1cc(NC(=O)CN2c3cccc4cccc(c34)S2(=O)=O)ccc1C	48.3
CCOCCOC(=O)COc1ccc2c(=O)c(-c3ccc(OC)c(OC)c3)c(C(F)(F)F)oc2c1	12.4
CC(=O)OCc1ccc(C(=O)O)cc1	-12.6
O=C1NC[C@H](CCCCN2CCN(CCC3CCCCC3)C(=O)C2=O)N(CC2CCCCC2)C1=O	0.2
C=C1C2(C(=O)N/N=C/c3ccccc3Cl)CCC(C2)C1(C)C (centres undefined)	-3.9
Cc1c(-c2ccccc2)[nH]c2ccccc12	8.7
CCOc1ccc(-c2nonc2NC(=O)c2oc3ccccc3c2C)cc1OCC	0.9
CCOc1ccc(-n2nnc(C(=O)Nc3cccc(C)c3C)c2N)cc1	11.5
Cc1cc(Cl)ccc1NC(=O)c1ncoc1-c1ccco1	-15.8
Fc1cccc(F)c1/C=N/NC(=S)Nc1ccc(Cl)c(Cl)c1	-4.6
O=C1CCCCC(=O)[C@H](O)C[C@H](c2ccccc2)O1	0.8
CCOC(=O)[C@]12CCCC=C1N(Cc1cccc3ccccc13)C(=O)[C@H](CC(=O)NCC13CC4CC(CC(C4)C1)C3)C2	-2.0
C=CCNC(=O)NC(=O)COC(=O)Cc1cccc(C(F)(F)F)c1	6.4

In the list so far, these contain a tert-butyl group.
SMILES	LDHA block
Cc1cccc(NC(=O)C(C#N)C(=O)CC(C)(C)C)c1 (centres undefined)	3.4
COc1ccccc1Cc1c(C(C)(C)C)nc2cc(C)c(Br)c(C)n12	5.6

(cont.)
SMILES	LDHA block
O=C(O)c1ccc(/C=C/C(=O)c2cccc(Br)c2)cc1	-10.2
COc1ncccc1CNC(=O)c1nccnc1N	-0.6
CC(NC(=O)CNC(=O)c1cccs1)c1ccc2ccccc2c1 (centres undefined)	-2.6
Cc1ccc(C(=O)Nc2ccc3nc(SCC(=O)N4CCC(C)CC4)sc3c2)cc1	-10.5
O=C(N/N=C/c1ccc(Oc2ccccc2)cc1)c1ccc(CSCc2ccccc2)cc1	2.2
NCc1ccc(CN2CCCCCCC2)cc1	2.2
Cc1cccc(-n2nnnc2C2(Nc3ccccc3C)CCCCC2)c1	-4.7
COC(=O)c1sccc1NC(=O)CC1(C(=O)O)CCCC1	-10.2
COc1ncccc1CNC(=O)Nc1nnc(C)s1	2.4
CC1(C)CC(=O)C2=C(C1)NC1=C(C(=O)c3ccccc31)C2c1ccc(C(F)(F)F)cc1 (centres undefined)	0.2
COC(=O)[C@]12CCCCC=C1N(Cc1ccc(Cl)cc1Cl)C(=O)[C@H](CC(=O)N1CCN(C(=O)C3CC3)CC1)C2	-1.2
CCCNC(=O)C12CC3CC(C1)CC(c1ccccc1)(C3)C2	?
COc1ccc(C2Nc3ccccc3C(=O)N2Cc2ccco2)cc1COc1ccccc1 (centres undefined)	3.7
O=C(Nc1ccc(Sc2ccc(Br)cc2)cc1)c1n[nH]c(=O)c2ccccc12	-1.9
CC1(C)CC(NC(=O)c2cc(C3CC3)nc3ccccc23)CC(C)(C)N1	-3.5
COc1ccccc1CN(C)CC(=O)NC(=O)NC1CCCC1	2.0
CC(CCc1ccccc1)NC(=O)C(C)O (centres undefined)	-3.5
O=S1(=O)C[C@H](N2CCN(c3ncccn3)CC2)[C@@H](S(=O)(=O)c2ccc(F)cc2)C1	-16.2
Cn1c(=O)c2nc(SCc3ccc(Cl)cc3Cl)n(C)c2n(C)c1=O	11.6
Cn1c(SCc2coc(-c3cccs3)n2)nnc1C1CC1	-6.4
C/C=C/Cn1c(SCc2ccccc2Cl)nc2c1c(=O)[nH]c(=O)n2C	-22.5
O=S(=O)(NCCc1csc(-c2ccc(F)cc2)n1)c1ccccc1F	-3.2
O=C(NCC(c1cccs1)N1CCOCC1)c1cc(=O)c2cc(Br)ccc2o1 (centres undefined)	-31.2*
CCOC(=O)[C@]12CCC=C1N(Cc1cccc3ccccc13)C(=O)[C@H](CC(=O)NCc1cccs1)C2	1.4
Oc1ccc2ccccc2c1C=Nc1c(F)c(F)c(F)c(F)c1F	85.1
CC(C)CNC(=O)Cn1ccc2c(Cl)cccc21	1.6
CCc1nc(C#N)c(NCCc2ccc(OC)c(OC)c2)o1	8.3
CCc1ccc(S(=O)(=O)c2cnc3ccccc3c2N2CCOCC2)cc1	3.2
Cc1ccccc1CN1CCN(S(=O)(=O)c2cn(C)nc2C)CC1	-1.1
CNC(=O)c1ccc(-c2nc(CN3CCN(C(=O)Nc4cc(Cl)ccc4C)CC3)c(C)o2)cc1	3.1
Cc1ccc(NC(=O)c2ccc(CSc3ccc(Cl)cc3)cc2)c(C)c1	8.4
CCN(c1ccc(-c2csc(-c3ccsc3)n2)cc1)S(C)(=O)=O	-7.8
O=C(O)c1ccc(/C=C/C(=O)c2ccccc2C(=O)O)cc1	4.1
CC(C)Cc1noc(CSc2nc(-c3ccco3)nc3ccccc23)n1	-1.5
O=c1c2cnc(N3CCc4ccccc4C3)nc2ccn1-c1ccccc1F	13.5
Cc1nnc(SCC(=O)NCCc2ccco2)c2nn(-c3ccccc3)c(C)c12	-1.2
Cc1[nH]c2ccccc2c1C(C(=O)O)N1CCN(C(c2ccccc2)c2ccccc2)CC1 (centres undefined)	-1.4
CCOC(=O)C(C)Sc1nc2c(c(=O)[nH]c(=O)n2C)n1Cc1cccc(Br)c1 (centres undefined)	11.2
O=C1CC(C(=O)Nc2ccc3c(c2)OCCO3)c2c(nc(N3CCc4ccccc4C3)[nH]c2=O)N1 (centres undefined)	1.9
O=C(O)c1ccc(-c2cc3ccccc3oc2=O)cc1	0.2
Cc1ccc(C(=O)Nc2ccc3oc(=O)ccc3c2)c(Cl)c1	-4.7
NC(=O)c1ccc(OCc2ccccc2)cc1	-3.7
C[N+](C)(CC#CCCCCCCC#CC[N+](C)(C)Cc1ccccc1)Cc1ccccc1	-7.5
CNC(=O)CNC(=O)c1ccc(Br)cc1	-18.9
O=C(O)Cc1ccc2c(c1)[nH]c1ccc(Br)cc12	-2.0

2 of these compounds in another layout:
> Cc1[nH]c2ccccc2c1C(C(=O)O)N1CCN(C(c2ccccc2)c2ccccc2)CC1 (centres undefined)
  LDHA block: -1.4
> CCOC(=O)C(C)Sc1nc2c(c(=O)[nH]c(=O)n2C)n1Cc1cccc(Br)c1 (centres undefined)
  LDHA block: 11.2

Going on with the list:
SMILES	LDHA block
CC(=O)c1c(C)[nH]c(C(=O)OC(C)c2nnc(-c3ccc(C)cc3)o2)c1C (centres undefined)	6.7
Cc1ccc(/C=N\NC(=O)c2cccs2)s1	1.0
O=C(c1cc2ccccc2oc1=O)N1CCC(Cc2ccccc2)CC1	11.8
CN(CCOc1ccccc1Cl)Cc1cc(=O)oc2cc(O)ccc12	0.7
COc1cc(OC)c2c(C)c(CC(=O)NCc3ccc(F)cc3)c(=O)oc2c1	4.4
N#CCC(=O)c1ccc(N)cc1	1.9
N#C/C(=C\c1cc(Br)c(Br)o1)c1nc2ccccc2[nH]1	-7.8
O=S(=O)(NCC1(c2ccccc2)CC1)c1cc(F)ccc1F	-2.7
COc1ccccc1CNC(=O)c1scnc1C	1.0
Cc1noc(C)c1CS(=O)(=O)c1cc(Cl)ccc1Cl	7.0
CCOc1ccc(CCC2CCN(C(=O)Nc3ccccc3)CC2)cc1	-21.7
CC(C)NC(=O)c1cccc2c1CCCN2CC(=O)NC(N)=O	12.0
CCc1ccc(C(CN)c2c[nH]c3ccccc23)cc1 (centres undefined)	5.3
COc1ccc(-c2c(C(=O)O)sc3c2NC(=O)CC32C(=O)N(C)c3cc(F)ccc32)cc1 (centres undefined)	-1.5
CC(NS(=O)(=O)Cc1ccccc1)C(=O)O (centres undefined)	-3.9
C/C(=N\NC(=S)Nc1ccccc1)c1ccc(F)cc1	-13.1
Cc1cccc(N2CCN(C(C(=O)NCc3ccccc3)c3ccc(C(F)(F)F)cc3)CC2)c1C (centres undefined)	-11.4
COc1cccc(C2c3c(n[nH]c3C)Nc3[nH]c(=O)[nH]c(=O)c32)c1O (centres undefined)	1.3
Cc1occc1C(=O)Nc1nc(CC(=O)Nc2ccccc2)cs1	-0.7
CN(Cc1ccc(C(N)=O)cc1)Cc1cccs1	0.7
O=C(COc1cccc(Br)c1)NCCc1c[nH]c2ccccc12	1.1
COc1ccc(CC2C(=O)N(C)c3ccc(Br)cc32)cc1 (centres undefined)	6.5
O=S1(=O)CCN(C2CCCCC2)c2c(F)nc(N3CCOCC3)c(F)c21	16.5
CC(=O)c1ccc(-c2ccc(C=O)o2)cc1	4.8
CCC(C(=O)Nc1nc2ccc(C)cc2s1)c1ccccc1 (centres undefined)	10.3
Cn1c(=O)c2c(ncn2Cc2ccc(F)cc2)n(C)c1=O	-4.2
O=C(NCc1coc(-c2cccs2)n1)c1ccc(Cl)cc1	11.0
CCC1(C)C(C#N)C(=O)NC(=O)C1C#N (centres undefined)	-17.6
COc1cccc(-c2cc(=O)n3[nH]c(C(F)(F)F)nc3n2)c1	15.2
CC(C)OCCCNC(=O)c1cc(Nc2ccccc2)nc2ccccc12	5.9
O=C(CCSc1ccccc1)OCC(=O)c1ccc(Cl)cc1	0.7
